Assay outcomes: PubChem BioAssay, several laboratories
HDAC3 inhib: inhibitors of human histone deacetylase 3. O15379. recombinant HDAC3, fluorogenic peptide/trypsin coupled, fluorescence. inhibition, % at 8.3 µM. 320,000 compounds, 0.15% hits. AID 2718; in the data active = inhibition above about 26%, passing the limit was not always enough; inconclusive = no clear call, values can overlap the other calls
Target sequence (O15379 whole entry, looked up): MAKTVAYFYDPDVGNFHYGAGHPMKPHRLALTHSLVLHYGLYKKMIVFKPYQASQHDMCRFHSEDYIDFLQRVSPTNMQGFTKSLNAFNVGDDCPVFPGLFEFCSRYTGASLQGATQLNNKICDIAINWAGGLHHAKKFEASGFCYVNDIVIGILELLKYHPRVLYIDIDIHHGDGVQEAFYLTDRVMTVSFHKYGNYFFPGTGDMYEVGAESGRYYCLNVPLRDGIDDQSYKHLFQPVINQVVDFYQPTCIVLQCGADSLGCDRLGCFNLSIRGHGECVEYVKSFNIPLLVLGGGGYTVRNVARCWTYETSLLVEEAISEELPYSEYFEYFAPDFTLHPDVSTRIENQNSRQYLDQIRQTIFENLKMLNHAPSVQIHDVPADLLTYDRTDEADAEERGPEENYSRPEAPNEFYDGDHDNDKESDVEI
DYRK1A inh: blocks rat Dyrk1A kinase activity; Q63470; ADP-Glo luminescence, NFATc1 peptide; inhibition, % at 12.5 µM; 310,000 compounds, 0.43% hits; in the data active = inhibition above about 50%;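 also: plate controls were vehicle with enzyme for no effect and no enzyme for full effect; many of its hits are not listed in these tables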
GSK3 alpha inh: inhibitors of human GSK-3 alpha kinase; P49840; ADP-Glo luminescence, 60 min; inhibition, % at 10 µM; 320,000 compounds, 0.1% hits;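 in the data active = inhibition above about 50%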;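 also: GST-tagged GSK-3 alpha with peptide substrate and 25 µM ATP; 0% = DMSO neutral wells and 100% = GW8510 positive control wells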
Target sequence (P49840 whole entry, looked up): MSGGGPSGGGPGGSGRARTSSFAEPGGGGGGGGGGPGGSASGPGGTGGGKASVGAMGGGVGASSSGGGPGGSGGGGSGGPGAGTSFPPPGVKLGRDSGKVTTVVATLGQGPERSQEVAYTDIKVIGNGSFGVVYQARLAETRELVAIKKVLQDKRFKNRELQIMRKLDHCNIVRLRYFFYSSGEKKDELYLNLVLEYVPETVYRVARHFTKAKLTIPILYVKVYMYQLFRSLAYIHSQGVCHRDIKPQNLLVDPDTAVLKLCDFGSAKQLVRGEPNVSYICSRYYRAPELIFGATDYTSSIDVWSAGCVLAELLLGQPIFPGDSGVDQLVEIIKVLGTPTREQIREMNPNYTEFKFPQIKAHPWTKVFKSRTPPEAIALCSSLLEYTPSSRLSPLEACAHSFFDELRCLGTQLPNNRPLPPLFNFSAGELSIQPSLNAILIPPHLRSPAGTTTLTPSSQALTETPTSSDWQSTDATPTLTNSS
HSF-1 act: increases HSF-1 driven luciferase reporter signal | AID 504408 | NIH3T3-HGL HSF-1 luciferase reporter, MG132, 8 h; 100% = twice DMSO control signal | activation, % at 9 µM | 300,000 compounds, 1.7% hits;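 active = mean replicate activation of at least 50% with a set share of replicates each reaching 50%; inconclusive = only one of those two conditions met; inactive = mean below 50% and too few replicates reaching it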;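 also: 0% = median of the neutral control wells and 100% = twice that signal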
AI-2 QS mod: Vibrio harveyi AI-2 quorum sensing modulation | Vibrio harveyi JMH597 AI-2 luminescence/OD600 ratio, 9 h; active compounds read low; strain lacks LuxN and CqsS sensors; 0 = neutral-control median | 300,000 compounds, 0.4% hits | AID 2094 | activity change, % at 7.5 µM; in the data active = activity change below about -75%, passing the limit was not always enough; inconclusive = no clear call, values can overlap the other calls;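 also: luminescence divided by OD600 gain over 9 h not by final OD600 alone; inactives centre near 13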
PolyA inhibitor: inhibitors of polyadenylation in S. cerevisiae; S. cerevisiae SKY197-pL101 polyadenylation reporter, beta-gal luminescence; efflux-impaired pdr1/pdr3 knockout yeast; score 100 = 6 SD above DMSO; calls only at 12 µM; 300,000 compounds, 0.02% hits;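 active = lowest replicate activity score at least 50, where 100 means six control SD above control mean; inconclusive = lowest score under 50 but half or more replicates reach 50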;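 also: yeast exposed to compound for 9 h at 30 °C; higher score means more reporter readthrough which indicates perturbed polyadenylation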
HSF1 inhib: HSF1 inhibition; NIH3T3-HGL HSE-luciferase, MG132-induced, luminescence 8 h; active compounds read low; activity change, negative = inhibition, % at 7.5 µM (by protocol); 300,000 compounds, 0.77% hits; AID 2098;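 active = more than half of replicate wells show activity change below -50%, luminescence cut by over half; inconclusive = some wells, but at most half, below -50%; inactive = no replicate well below -50%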;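 also: luciferase reports HSF-1 transcriptional activity via heat shock element; 0% = median of DMSO wells and -100% = zero luminescence signal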
HSP90 inh: HSP90 refolding inhibition in rabbit reticulocyte lysate; inhibition, % at 5.6 µM; luciferase refolding luminescence, 3 h; 290,000 compounds, 0.91% hits; AID 1789;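 active = inhibition above the screen-wide mean plus 3 SD, computed separately per campaign, cut at about 16% in these data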;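 also: 0% = DMSO wells and 100% = 60 µM geldanamycin wells; inhibitors lower the luminescence because luciferase stays unfolded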
Platelet DG rel: platelet dense granule release activity. inhibition, %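 (compounds screened at 7.5 µM in platelet-rich plasma)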. 300,000 compounds, 0.22% hits. human platelet-rich plasma, SFLLRN dense granule ATP release, luminescence. AID 1663;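 active = mean replicate score, as percent of positive control, at or above 50; inconclusive = mean below 50 but at least one replicate at or above 50; inactive = mean and every replicate below 50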
GSK3B inh: blocks human GSK3beta kinase activity. P49841. GST-GSK3beta kinase, ADP-Glo luminescence, 60 min; active compounds read low. activity score (negative = inhibition), % at 10 µM. 300,000 compounds, 0.038% hits. AID 2097;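 active = more than half of replicate wells score below -50%, meaning over 50% inhibition versus plate controls; inconclusive = some replicates but at most half score below -50%; inactive = no replicate scores below -50%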;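 also: 0% = median DMSO wells and -100% = median GW8510 positive control wells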
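Test system: GST-tagged human GSK3beta kinase, cell-free; evaluation: activity score scaled between in-plate DMSO and GW8510 controls; measured by: ADP-Glo luminescence; incubation: 60 min reaction, RT; benchmarks: DMSO and 20 µM GW8510; reagent: peptide substrate plus 25 µM ATP (final); medium: Tris/MgCl2 kinase buffer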
The depositor's hits bear a star; i = inactive; u = inconclusive; x = no result given. An excerpt; the hit share may differ from the screen's.

SMILES	HDAC3 inhib	DYRK1A inh	GSK3 alpha inh	HSF-1 act	AI-2 QS mod	PolyA inhibitor	HSF1 inhib	HSP90 inh	Platelet DG rel	GSK3B inh
Oc1cc2c(cc1CN1CCN(c3ccccc3)CC1)OCO2	-3	-7	-2	6	21	i	1	5	5	3
C=CCn1c(O)c(C(C)=NCCCn2ccnc2)c(=O)[nH]c1=O	0	10	41	-4	15	i	-3	3	9	-18
C[N+]1=C(/C=C/Nc2ccccc2)C(C)(C)c2ccccc21	6	-4	2	-17	27	i	-23	-1	-10	-1
COc1ccc(OCC(=O)Nc2ccc(Cl)cc2C(=O)c2ccccc2)cc1	5	45	0	8	19	i	3	-4	0	3
CCOC(=O)c1c(N)n(CCN2CCCCC2)c2nc3ccccc3nc12	-90	7	-1	-6	12	x	8	-1	0	1
O=c1[nH]c(=O)n(Cc2ccco2)c(O)c1C=NC1CCN(Cc2ccccc2)CC1	2	x	12	11	12	i	4	8	-4	-3
O=c1[nH]c(=S)n(CCC2=CCCCC2)c(O)c1C=NC1CCN(Cc2ccccc2)CC1	0	-5	1	10	36	i	-1	-1	4	-2
COc1cccc(CNCCc2ccccc2)c1OC	2	6	1	-6	29	i	-8	-1	5	2
Cc1cc[n+](Cc2ccccc2)cc1	-4	5	0	-11	18	i	1	x	-12	0
COc1nc(NC(C)C)nc(NC(C)C)n1	3	1	-1	-10	20	i	-8	4	12	2
CCN1C(=O)/C(=C/c2ccc(N(CC)CC)cc2OC)C(=O)NC1=S	1	3	-1	-15	5	i	-10	1	1	1
COc1ccc(-n2c(CN3CCOCC3)nc3ccccc3c2=O)c(OC)c1	-6	x	-2	-42	6	i	-21	-4	-11	0
O=C(c1sc2ccccc2c1Cl)N1CCC2(CC1)OCCO2	4	-17	-1	20	31	i	6	1	-9	6
O=P(Oc1ccccc1)(Oc1ccccc1)N1CCN(c2ccc(F)cc2)CC1	-5	-7	-1	28	9	i	-3	0	7	-3
O=c1[nH]c(=O)n(-c2ccc(F)cc2)c(O)c1C=Nc1ccccc1N1CCCC1	x	0	x	-1	8	i	-14	1	0	0
CC(=O)OC1N=C(c2ccc(Cl)cc2)c2cc(Br)ccc2NC1=O (stereo not given)	5	9	x	12	2	i	7	3	-3	-1
CC(C)[C@H](NC(=O)N1C[C@H]2C[C@@H](C1)c1cccc(=O)n1C2)C(=O)Nc1ccccc1F	-1	-5	-2	-8	51	i	-3	-2	0	-1
CN(C)CCN=Cc1c(O)n(-c2cccc3ccccc23)c(=O)[nH]c1=O	4	-7	-2	11	7	i	1	0	7	0
CN1c2ccccc2Oc2ccccc21	4	0	-3	-14	23	i	-8	-6	3	1
Cn1c2ccccc2c2c(C(=O)N3CCC4(CC3)OCCO4)cn(C3CCCC3)c(=O)c21	-16	-3	2	-5	5	i	5	11	0	1
Cc1ccc(S(=O)(=O)N(C)C)cc1NC(=O)C(C)[N+]12CCN(CC1)CC2 (stereo not given)	-2	4	0	-6	8	i	-3	-1	-1	0
COc1ccccc1N1CCN(Cc2cc(C)c(C)cc2O)CC1	10	-1	0	-25	8	i	-8	1	0	3
Cc1cccc(C)c1NC1=NCCCCS1	2	-5	-3	-4	12	i	0	-3	12	0
c1ccc(-n2ccnc2)cc1	1	-2	-2	-22	-4	i	-2	2	-7	-3
COC(=O)C1=C(c2ccccc2)C[C@@H]2CC[C@H]1N2C(=O)N1CCCC1	-3	0	0	3	18	i	-3	x	4	0
Cc1c(NC(=O)C(C)OC(=O)Cc2ccccc2)c(=O)n(-c2ccccc2)n1C (stereo not given)	3	5	-2	4	-5	i	5	-2	-2	1
COC(=O)C1=C(c2cccc(OC)c2OC)C[C@@H]2CC[C@H]1N2C(=O)NC1CCCCC1	-1	13	-1	8	6	i	2	x	-7	17
COC(=O)[C@@]1(C#N)[C@@H]2C=CC(C(C)=O)=CN2[C@@H](C(N)=O)[C@@H]1c1ccc(F)cc1	2	-8	0	0	3	i	10	2	19	-1
CSc1nnc(OC(=O)N(C)C)n1-c1ccc(Cl)cc1	-8	0	-3	-5	7	i	-4	3	-5	-1
C[C@H]1[C@H](OC(=O)CCC(=O)NCc2ccc(C(=O)O)cc2)O[C@@H]2O[C@@]3(C)CC[C@H]4[C@H](C)CC[C@@H]1C24OO3	-11	0	2	-25	62	i	-13	-1	-11	4
O=[N+]([O-])c1ccc(N2CCOCC2)c2ccncc12	11	x	0	-7	24	i	-20	0	-1	-8
Cc1cc(N2CCOCC2)nc2ccc(NC(=O)CCC(=O)N3CCC4(CC3)OCCO4)cc12	2	-1	0	1	10	i	-1	1	-2	0
O=C(N=Nc1c(O)[nH]c(=O)[nH]c1=O)C1COc2cc3ccccc3cc2O1 (stereo not given)	7	2	-3	5	19	i	-8	-1	1	2
CCOC(=O)N(CC)c1ccc(C(O)(C(=O)OC)C(F)(F)F)cc1 (stereo not given)	1	5	-3	-6	22	i	2	0	9	0
COc1ccc(OC)c(N=Cc2c(O)[nH]c(=O)[nH]c2=O)c1	-2	1	2	17	6	i	1	3	-3	-2
CCOC(=O)C(O)(c1ccc(N(CC)S(=O)(=O)c2ccccc2)cc1)C(F)(F)F (stereo not given)	14	-1	-1	7	22	i	-3	0	10	4
CCCCn1c(O)c(C(CC)=NCCc2ccccc2)c(=O)[nH]c1=O	9	3	-1	x	21	i	x	9	-2	0
O=C(Oc1c(Cl)cc(Cl)c2ccccc12)N1CCCCC1	-1	-5	2	0	0	i	8	0	17	-5
CCNC(=O)NNC(=O)C1CC(c2cccnc2)=NO1 (stereo not given)	-5	-4	-4	39	29	i	7	0	3	1
FC(F)(F)c1ccc2c(c1)nnn2C1CCN(Cc2nnnn2Cc2ccccc2)CC1	u	-7	-1	12	20	i	13	0	16	-1
Cc1ccccc1-n1c(-c2ccoc2)nc2ccccc2c1=O	-5	10	1	-6	22	i	-3	0	7	1
CCCCC1(CCCC)C(=O)NC(=Nc2cccc(C)c2)NC1=O	1	-2	-1	0	-4	i	-7	2	9	0
O=C1/C(=C/c2cccc([N+](=O)[O-])c2)N2CCC1CC2	5	-1	0	13	4	i	-3	-7	23	-25
COc1cc2c(cc1/C=C/[N+](=O)[O-])OCO2	x	-3	x	263*	7	i	190	13	4	-5
O=c1[nH]c(=O)n(-c2ccc(F)cc2)c(O)c1/C=C1\C=Nc2ccccc21	-4	9	-1	-9	0	i	-9	3	6	-1
COC(=O)C1=C(c2ccccc2)C[C@@H]2CC[C@H]1N2C(=O)NCc1ccc(F)cc1	1	9	-2	4	34	i	-3	x	-3	27
O=C(COC(=O)Cc1ccccc1)Nc1ccc(Cl)cn1	3	24	12	31	18	i	9	-2	5	1
COc1ccc(-c2nc3ccccc3n2OC(=O)N(C)C)cc1	4	1	-2	19	13	i	6	-2	-3	0
CCNCCNc1ccc([N+](=O)[O-])c2cccnc12	10	-1	2	3	-1	i	-2	1	-4	-2
COc1ccc(-n2c(-c3ccccc3[N+](=O)[O-])nc3ccccc3c2=O)cc1	-2	3	-4	6	10	i	-4	-1	-1	2
COc1ccc(N=Nc2c(O)[nH]c(=S)[nH]c2=O)cc1	x	4	0	9	51	i	-13	-1	-2	-3
CC(=O)NCCc1c[nH]c2ccccc12	1	6	-1	6	25	i	7	-6	-3	0
CCCC(=O)NC(Oc1ccccc1Cl)C(Cl)(Cl)Cl (stereo not given)	1	-26	-3	3	-7	i	4	4	-7	-2
CNCCc1c[nH]c2ccccc12	-2	x	-5	-10	6	i	-4	-2	1	-9
CCC(=O)c1c(O)n(C2CCCCCC2)c(=O)[nH]c1=O	-4	0	-1	6	-2	i	2	-4	2	0
CCc1nnc(NC(=O)CCc2nc(C3=CCN(C)CC3)no2)s1	-1	6	1	6	11	i	8	-1	-3	0
CNP1(NC)=NC(C(F)(F)F)=NC(C(F)(F)F)=N1	10	-2	-5	12	10	i	-5	-2	-3	4
COP(=O)(NS(=O)(=O)c1ccccc1)OC	-2	-4	0	-2	16	i	-6	-5	-3	3
CCOC(=O)C1CCCN(c2ccc([N+](=O)[O-])c3nonc23)C1 (stereo not given)	x	x	x	11	7	i	5	-1	9	-4
